# S2 tox: cell viability loss in ATXN counter-screen | S2 cells (HEK-293 line with an ATXN2-luciferase reporter) viability, CellTiter-Fluor protease fluorescence, 24 h | Potency, µM (top dose mostly 56.7 µM), actives largely listed as cytotoxic | 0.49% of 400,000 active | AID 651635; note: potency is the fitted concentration of half-maximal effect; nearly all actives have a fitted effect of over 40% in size
# MCF10A rerep: inducers of DNA re-replication in MCF 10A breast cells | MCF 10A DNA re-replication, Hoechst nuclear intensity, 48 h | Potency, µM (top dose mostly 46.1 µM), inactives show top-dose activity, positive = re-replication, hits mostly activators | 2.9% of 350,000 active; note: potency is the fitted concentration of half-maximal effect; % of control where 0% means no effect; nearly all actives have a fitted effect of over 50% in size
# HT1080 IDH1KD tx: toxicity to HT-1080 IDH1 knockdown cells (counter line); AID 686971; 2% of 360,000 active; HT-1080 IDH1 knockdown viability, ATP luminescence, 48 h; Potency, µM (titrated, usually from 46.1 µM), without a hit: top-dose activity, negative = toxicity, most hits filed as cytotoxic;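 note: potency is the fitted concentration of half-maximal effect; 0% = DMSO wells and -100% = cell-free medium wells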
#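 After a 2 h attachment period, IDH1KD HT-1080 cells took pin-transferred compound for 48 h at 37 °C; ATP-based luminescence after 10 min room-temperature reagent incubation reported viability.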
# ATXN2 expr inh: inhibitors of ATXN2 expression | HEK-293 ATXN2-luciferase reporter, luminescence, 24 h | Potency, µM (highest dose often 57 µM), for inactives: top-dose activity change, negative = inhibition, usual class: inhibitors | 0.72% of 360,000 active | AID 1745845; note: potency is the fitted concentration of half-maximal effect; % is set by controls: 0 for no effect and ±100 for the full control effect; nearly all actives have a fitted effect of over 55% in size
#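 ATXN2-luciferase reporter cells (luciferase flanked by upstream and downstream ATXN2 gene portions) were treated 24 h at 37 °C with compounds at up to 57 uM. SteadyGlo luminescence gave expression; GF-AFC fluorescence gave viability.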
# HepG2 viability: kills HepG2 cells in TGF-b inhibitor counter-screen; HepG2 CAGA-GFP viability, ATP luminescence, 18 h; Potency, µM (highest dose often 46.1 µM), without a hit: at the highest dose activity change, negative = cytotoxicity, most hits filed as cytotoxic; 0.76% of 410,000 active; note: potency is the fitted concentration of half-maximal effect; some results filed as inactive show a strong effect at the top dose
#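 CellTiter-Glo luminescence gave cytotoxicity after 18 hours at 37 degrees C. The cells were HepG2 CAGA-GFP in 1% FBS DMEM, stimulated with 500 pg/mL TGF-beta after compound addition. %Activity was normalised to no-cell wells (complete cell-killing) and DMSO (no toxicity), and curves were fitted and classified.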
# KB-3-1 cytotox: KB-3-1 parental cell cytotoxicity; KB-3-1 viability, CellTiter-Glo ATP luminescence, 72 h; Potency, µM (series often up to 46.1 µM), without a hit: top-dose activity change, negative = cytotoxic, hits mostly cytotoxic; 1.4% of 400,000 active; note: potency is the fitted concentration of half-maximal effect; % is set by controls: 0 for no effect and ±100 for the full control effect; nearly all actives have a fitted effect of over 60% in size
#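 Here the drug-naive KB-3-1 line serves as comparator for MDR sub-line selectivity; cells received compound titrations, 72 h at 37 °C, then CellTiter-Glo readout.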
# HT1080-NT tox: kills 2HG-producing HT-1080-NT fibrosarcoma cells | Potency, µM (top dose mostly 46.1 µM), for inactives: at the top dose activity, negative = less viability, hits mostly cytotoxic | 1.6% of 360,000 active | HT-1080-NT fibrosarcoma viability, CellTiter-Glo ATP luminescence, 48 h | AID 686970;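 note: NT is the 2HG producing partner of a matched IDH1 knockdown line; potency is the fitted concentration of half-maximal effect; 0% = DMSO-treated cells and -100% = media-only wells without cells; nearly all actives have a fitted effect of over 55% in size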
#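 Toxicity toward the 2HG-producing NT line was scored as %Activity, normalised to DMSO and no-cell wells, from CellTiter-Glo luminescence after 48 hours' treatment.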
# SW480 rerep: inducers of DNA re-replication in SW480 colon cancer cells | Potency, µM (highest dose often 46.1 µM), without a hit: top-dose re-replication activation, actives largely listed as activators | SW480 DNA re-replication, Hoechst DNA content imaging, 48 h | 1.8% of 340,000 active; note: potency is the fitted concentration of half-maximal effect; % of control where 0% means no effect; nearly all actives have a fitted effect of over 55% in size
#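 Cells (250 per well) received 23 nL compound or DMSO by pin tool and were kept 48 hr at 37 C, 5% CO2. Nuclei were then stained with Hoechst for 40 min and scanned for DNA content.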
# IL1B secr inh: inflammasome signaling inhibition, IL-1 beta readout. activity change, % at 57.5 µM. THP-1 LPS/ATP IL-1B secretion, AlphaLISA, 16 h; active compounds read low. 4.7% of 360,000 active; in the data active = activity change below about -50%; inconclusive = mostly about -30% to -49%; note: % is set by controls: 0 for no effect and ±100 for the full control effect
#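 THP-1 cells pretreated 1 hr with compounds (up to 57.5 uM final), then stimulated with LPS (250 ng/mL final) plus ATP (1.25 mM final); secreted IL-1B measured by AlphaLISA after 16 hr, decreased signal indicating inhibition.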
# * hit, by the source's call; i = inactive; ? = inconclusive; / = no result given; [ ] = dose if it differs, or a comment. Unless noted, calls come from the whole dose curve; as a rule, active = well fitted curve in the direction sought with a large enough effect; inconclusive = small, poorly fitted or top-dose-only effect, or another doubt; inactive = no such curve, though single readings can be large; an effect the other way counts as inactive or inconclusive.
SMILES,S2 tox,MCF10A rerep,HT1080 IDH1KD tx,ATXN2 expr inh,HepG2 viability,KB-3-1 cytotox,HT1080-NT tox,SW480 rerep,IL1B secr inh
CNC(=O)C[C@H]1C(=O)N(CCc2ccccc2)C[C@@H]1c1ccc(OC)cc1,i,/,2%,4%,-19%,-2%,-2%,/,-1
Clc1nc(-c2n[nH]nc2Cl)n[nH]1,i,-1%,3%,1%,4%,12%,4%,-2%,19
CCn1nc(NC(C)=O)c2cc3ccc(C)cc3nc21,/,?,-4%,-10%,0%,-6%,-5%,10%,-20
CC(=O)NC1CC2CCCC(C1)N2C(=O)Nc1cccc(Cl)c1 (stereo not given),i,?,23%,-16%,-13%,6%,22%,-3%,-13
O=C(CNC(=O)C1(c2ccccc2)CC1)Nc1ccc(F)c(F)c1,i,3%,-1%,7%,-1%,?,-2%,-11%,-3
CCc1ccc(NC(=O)CC2C(=O)N(c3ccc(C)cc3)C(=O)N2C2CC2)cc1 (stereo not given),i,7%,-2%,/,2%,2%,15%,-23%,-9
COc1ccc(/C=C(/CC(=O)NCc2ccc(Cl)cc2)c2nc3ccccc3s2)cc1,i,2%,-9%,5%,-9%,-3%,7%,?,8
CCOC(=O)C1=C(C)NC(=O)NC1,i,-1%,11%,-5%,5%,6%,12%,1%,-5
CC(C)(C)OC(=O)CC[C@@H](C(=O)NCCCCCCCCCCC(=O)N1CCN(C(=O)OC(C)(C)C)CC1)n1cc(CCCCCNC(=O)OC(C)(C)C)nn1,i,?,-3%,8%,-19%,0%,-7%,?,5
CC(NC(=O)CSc1ncccn1)c1ccccc1 (stereo not given),i,-4%,0%,3%,6%,-3%,0%,9%,25
Cc1oc2ncnc(N3CCCCC3)c2c1C(=O)N1CCN(c2cccc(C(F)(F)F)c2)CC1,?,/,/,?,-2%,0%,/,/,/
COC(=O)c1ccccc1NC(=O)C1CCCN(c2nnc(C)c3c(C)n(-c4ccccc4)nc23)C1 (stereo not given),i,/,/,9%,6%,5%,/,/,/

# Next section, overlapping the part above by 2 compounds.
SMILES,S2 tox,MCF10A rerep,HT1080 IDH1KD tx,ATXN2 expr inh,HepG2 viability,KB-3-1 cytotox,HT1080-NT tox,SW480 rerep,IL1B secr inh
Cc1oc2ncnc(N3CCCCC3)c2c1C(=O)N1CCN(c2cccc(C(F)(F)F)c2)CC1,?,/,/,?,-2%,0%,/,/,/
COC(=O)c1ccccc1NC(=O)C1CCCN(c2nnc(C)c3c(C)n(-c4ccccc4)nc23)C1 (stereo not given),i,/,/,9%,6%,5%,/,/,/
OC(CN1CCN(Cc2ccccc2)CC1)c1ccc(Br)cc1 (stereo not given),i,3%,-24%,4%,3%,-8%,-12%,-9%[9.22 µM],-5
O=[N+]([O-])c1ccc(N2CCN(C(=S)Nc3ccc(F)cc3)CC2)cc1,i,9%,-22%,-19%,3%,-33%,-9%,1%,-4
CC(C)CC(=O)N1CCN(Cc2cccc(F)c2)CC1,i,2%,12%,2%,1%,0%,17%,-4%,-2
O=C(NCCO)/C(=C\c1cccc([N+](=O)[O-])c1)NC(=O)c1ccco1,i,-2%,0%,3%,7%,?,9%,3%,19
COc1ccc(N2CC(C(=O)OCC(=O)c3cccc(OC)c3)CC2=O)cc1 (stereo not given),i,-177%[0.0737 µM],18%,4%,6%,1%,1%,-4%,6
CC1CCC/C(=N\NS(=O)(=O)c2ccccc2)C1 (stereo not given),i,0%,7%,9%,-3%,10%,6%,-3%,1
COc1ccc(CN2C(=O)c3cccnc3C2=O)cc1S(=O)(=O)N1CCOc2ccc(C)cc21,/,-3%,8%,/,8%,2%,3%,-9%,1
Clc1ccc(-c2onc3c2CCCC3)cc1,i,12%,6%,13%,-3%,2%,17%,2%,11
COc1ccc(NC(=O)C23CC4CC(C2)CC(n2cnc(Br)n2)(C4)C3)cc1Cl,i,7%,-22%,-7%,-37%,-7%,-2%,-2%,13
COc1cccc(NC(=O)N2CCCC2C(=O)NCc2ccccc2)c1 (stereo not given),i,-20%[9.22 µM],0%,-8%,-3%,-1%,-5%,?,2
Cc1c(C#N)c2ccccc2n1CCOc1ccccc1F,i,37%,-21%,-6%,6%,-19%,?,-1%,-27
COC(=O)C1=C(C)NC(=O)C1(NC(=O)CN1CCCC1=O)C(F)(F)F (stereo not given),i,-2%,2%,0%,26%,5%,18%,-9%,33
Cc1c(C(=O)NC2CCCCC2)oc2c1C(=O)CC(C)(C)C2,i,23%,-3%,2%,0%,0%,10%,0%,12
COc1ccc(C2=Nc3ccccc3N(C(=O)c3cccnc3)C2C(=O)NC(C)(C)C)cc1 (stereo not given),/,/,-2%,/,/,13%,3%,/,19
Cc1nc2cc(C(=O)NCCC3=CCCCC3)ccc2n1-c1ccc(Br)cc1,?,/,/,?,-28%,-4%,/,/,/
CCn1cc(C2C(C(=O)Nc3ccc(Br)cn3)=C(C)NC3=C2C(=O)CCC3)c(C)n1 (stereo not given),/,0%,9%,11%,-1%,-1%,4%,-2%,12
O=C(NNC(=O)c1cnccn1)c1ccc(Cl)c(Cl)c1,i,-5%,?,?,-3%,?,?,8%,166
COc1ccc2oc(C(=O)OCC(=O)NCc3ccccc3OC)c(C)c2c1,i,?,-1%,-21%,-27%,0%,-15%,129%,35
Cc1ccc2[nH]nc(C(=O)N3CCCC(C(=O)c4ccc(Cl)cc4)C3)c2c1 (stereo not given),?,?,-18%,-9%,-16%,-1%,-9%,-66%[inhibitor],-16
CCOc1ccc(NC(=O)c2cc3c(-c4ccccc4F)nn(C)c3s2)cc1,i,/,/,0%,-4%,9%,/,/,/
COc1ccc(S(=O)(=O)CC2(O)CCN(C(=O)C(C)(C)C)CC2)cc1,i,-3%,7%,8%,4%,1%,0%,0%,22
CN(c1ccc(Cl)cc1)c1cc2c(c3c1ccn3C)C1CCC2O1 (stereo not given),i,/,-22%,-1%,-3%,-9%,-16%,/,8
COc1ccc(-n2c(SCC(=O)c3ccc(Cl)cc3)nc3c([nH]c4ccccc43)c2=O)cc1,i,/,/,10%,0%,2%,/,/,/
O=C(NCCc1csc(-c2cccnc2)n1)c1c(F)cccc1F,i,5%,26%,10%,4%,9%,?,27%,-14

# Rewritten tab-delimited: 4 of the compounds above
Compound	S2 tox	MCF10A rerep	HT1080 IDH1KD tx	ATXN2 expr inh	HepG2 viability	KB-3-1 cytotox	HT1080-NT tox	SW480 rerep	IL1B secr inh
CC(C)CC(=O)N1CCN(Cc2cccc(F)c2)CC1	i	2%	12%	2%	1%	0%	17%	-4%	-2
O=C(NCCO)/C(=C\c1cccc([N+](=O)[O-])c1)NC(=O)c1ccco1	i	-2%	0%	3%	7%	?	9%	3%	19
COc1ccc(N2CC(C(=O)OCC(=O)c3cccc(OC)c3)CC2=O)cc1 (stereo not given)	i	-177%[0.0737 µM]	18%	4%	6%	1%	1%	-4%	6
CC1CCC/C(=N\NS(=O)(=O)c2ccccc2)C1 (stereo not given)	i	0%	7%	9%	-3%	10%	6%	-3%	1

# Later entries.
SMILES,S2 tox,MCF10A rerep,HT1080 IDH1KD tx,ATXN2 expr inh,HepG2 viability,KB-3-1 cytotox,HT1080-NT tox,SW480 rerep,IL1B secr inh
S=c1nccc(-c2ccc(Cl)cc2)[nH]1,i,0%,4%,10%,14%,-3%,14%,-6%,-7
Cc1ccc(C)c(NNC(N)=S)c1,i,-2%,-4%,-11%,-5%,-1%,0%,5%,-9
CCCc1nnc(SCC(=O)NC2CCCCC2)n1CCOC,i,-1%,13%,-8%,-30%,4%,-4%,0%,13
O=C(Nc1ccc(S(=O)(=O)Nc2ccccn2)cc1)c1cccc(Br)c1,i,-4%,5%,-7%,-12%,8%,-1%,-4%,0
O=C(/C=C/c1ccccc1)c1ccoc1,i,?,-18%,7%,-32%,6%,-19%,?,-6
O=C(C1=C[C@@H](C2CCCCC2)C[C@@H](OCCCCO)O1)N1CCN(Cc2ccccc2)CC1,i,43%,-1%,-18%,-15%,-11%,-1%,-73%[inhibitor],-23
CC(=O)c1cccc(NC(=O)CN(c2cc(C)cc(C)c2)S(=O)(=O)c2c(C)noc2C)c1,?,/,/,?,-31%,0%,/,/,/
CCCC(c1nnnn1CCOC)N1CCN(C(=O)c2ccco2)CC1 (stereo not given),i,1%,14%,4%,-11%,3%,11%,-4%,15
CCN1CCN(Cc2ccc(NC(=O)c3ccc(C)c(NC(=O)c4cccc(-c5cn[nH]c(=O)c5)c4)c3)cc2C(F)(F)F)CC1,?,?,-7%,?,-42%,?,?,-1%,-96*
Cc1ccccc1N1C(=O)CC1(C#N)c1ccc(OCc2ccccc2)cc1 (stereo not given),i,?,-9%,4%,-41%,?,-7%,10%,-2
CCOc1ccc(S(=O)(=O)N2CCC(C(=O)NCC(=O)Nc3cccc(Cl)c3C)CC2)cc1,i,27%,0%,8%,0%,-1%,-1%,-9%,-6
COc1ccc(N(CC(=O)NCCSCc2ccco2)S(=O)(=O)c2ccccc2)cc1Cl,i,23%,1%,-3%,4%,/,-2%,28%,-3
COc1ccc2ncc3c(-c4ccccc4)nn(-c4ccc(C)c(C)c4)c3c2c1,i,/,/,-6%,1%,-4%,/,/,/
O=C(NCc1ccc(F)cc1)c1cc(C2CCCCN2C(=O)C2CCCCC2)on1 (stereo not given),i,/,-11%,-21%,-18%,0%,1%,/,0
CCc1ccc(NC(=O)N2CCCCCC2)cc1,i,-1%,10%,35%,-7%,?,7%,-2%,?

# Bioassay records deposited in PubChem BioAssay by National Center for Advancing Translational Sciences (NCATS).
